# Compound activity: PubChem, several laboratories
# Hsp70 act = Hsp70 transcriptional activation, primary screen; HeLa Hsp70 promoter luciferase reporter, luminescence; scaled: vehicle 0, proteasome-inhibitor control 100%; activation, % at 10 µM; 200,000 tested, 0.04% active; AID 1203;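 active means activation above the mean across all tested compounds plus 3 SD, cutoff set per campaign, cut at about 5.5% in these data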;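 further: 100% = MG132 at 30 µM as the positive control and 0% = DMSO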
# FLuc stim CS = affects firefly luciferase, flagging false hits in luciferase stimulation screens; P08659; ATPlite luciferase biochemical, luminescence, 10 min; 0 = ATP-free wells, 1 = DMSO control; activation factor at 10 µM; 200,000 tested, under 10 active; AID 1027;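 active means luciferase activation factor, scaled between plate controls, of at least 2 with compound at 10 µM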
# Target sequence (P08659 whole entry, looked up): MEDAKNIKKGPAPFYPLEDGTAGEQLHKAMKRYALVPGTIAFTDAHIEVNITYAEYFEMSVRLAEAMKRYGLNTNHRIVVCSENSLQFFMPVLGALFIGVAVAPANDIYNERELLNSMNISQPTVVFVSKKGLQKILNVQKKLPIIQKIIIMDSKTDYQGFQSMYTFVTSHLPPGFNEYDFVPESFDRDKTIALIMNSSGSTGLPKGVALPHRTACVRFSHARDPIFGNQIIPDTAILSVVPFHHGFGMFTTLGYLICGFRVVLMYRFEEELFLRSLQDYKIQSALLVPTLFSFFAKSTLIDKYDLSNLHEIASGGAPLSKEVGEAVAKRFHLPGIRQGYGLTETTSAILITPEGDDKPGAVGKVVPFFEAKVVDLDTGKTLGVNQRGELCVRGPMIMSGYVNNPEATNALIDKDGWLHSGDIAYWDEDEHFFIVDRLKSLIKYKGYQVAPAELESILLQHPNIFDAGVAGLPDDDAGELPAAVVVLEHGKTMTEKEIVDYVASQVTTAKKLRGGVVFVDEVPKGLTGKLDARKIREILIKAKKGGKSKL
#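 Assay system: Luciferase/luciferin detection reagent, cell-free biochemical luciferase assay / Also added: ATP substrate / Schedule: 10 min at ambient temperature / Measured by: luminescence measurement of luciferase light output / Benchmarks: low control with PBS replacing ATP, high control enzyme plus ATP without compound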
# FLuc inh counter = Photinus pyralis luciferase inhibition counter-screen; P08659; ATPLite firefly luciferase biochemical luminescence, 10 min; inhibition, % at 10 µM; 200,000 tested, 1.5% active;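 active means inhibition above about 50% when tested at 10 µM, limit read from the data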
# Efa HMGR inh = E. faecalis class II HMG-CoA reductase inhibition; inhibition, % at 10 µM; AID 1066; 190,000 tested, 0.41% active; purified E. faecalis HMGR, NADPH absorbance 340 nm kinetic;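 active means inhibition above a set limit, the median over all tested compounds plus 3 SD, cut at about 9.5% in these data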;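 further: enzyme runs in reverse so mevalonate oxidation gives rising NADPH absorbance; 0% = complete reaction with DMSO and 100% = background rate lacking mevalonate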
# DTT redox prof = compounds producing H2O2 with reducing agent – biochemical, NIH compound library profiling, artefact control for MLSCN library redox annotation, primary screen; AID 878; activation, % at 10 µM; DTT-dependent redox cycling H2O2, phenol red/HRP absorbance; 100% = 100 µM peroxide control, 0% = buffer; 200,000 tested, 0.03% active;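 active means activation of at least 50% relative to the plate's high and low controls in the primary single-dose screen; inactive means activation below 50%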;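 further: compound incubated with DTT at 0.8 mM final as the reducing agent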
# G6PDH counter = inhibits Leuconostoc G6PDH, flagging false hits in G6PDH-based assays. Purified L. mesenteroides G6PDH, diaphorase/resazurin coupled fluorescence, 45 min. inhibition, % at 5 µM. 200,000 tested, 0.12% active. AID 1020; in the data active means inhibition above about 50%
# APP 5'UTR act = APP 5'UTR luciferase reporter activation. activation, % at 2 µM. SH-SY5Y APP 5'UTR luciferase reporter, luminescence; zero percent = DMSO vehicle wells. 190,000 tested, 1% active;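 active means activation above a set limit, based on mean plus 3 SD of controls, cut at about 140% in these data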; further: values of inactives mirror those of a sister screen read the other way
# STAT1 act = STAT1 signaling activation | AID 932 | NIH 3T3 STAT1-luciferase reporter, IFN-gamma, luminescence; 100% = IFN-gamma alone, no compound | activation (% of control), % at 5.5 µM | 200,000 tested, 2.6% active;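 active means activation above the screen-wide mean activation plus 3 SD, cut at about 130% in these data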;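 further: raw ratio to IFN-gamma control signal so 100% means no change and 0% no light; values of inactives mirror those of a sister screen read the other way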
# APP 5UTR inh = APP translation inhibition | SH-SY5Y APP 5'UTR-luciferase reporter, luminescence | inhibition, % at 2 µM | 190,000 tested, 0.82% active;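 active means inhibition above a set limit, derived from the sample mean plus 3 SD, cut at about 45% in these data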; further: values of inactives mirror those of a sister screen read the other way
# NF-kB neuron act = compounds increasing NF-kB expression in human neuronal cells. NF-kB reporter expression; active compounds read high. fold change at 12.5 µM. 190,000 tested, 1.6% active; in the data active means fold change above about 3.3
# The depositor's hits bear a star.
no.	Structure	Hsp70 act	FLuc stim CS	FLuc inh counter	Efa HMGR inh	DTT redox prof
1	CCOC(=O)c1cnc(-n2nc(C)cc2C)nc1N1CCOCC1	-0.1	0.9	6	-4	-3.5
2	CCOC(=O)C1=C(N)n2c(s/c(=C\c3ccncc3)c2=O)=C(C(=O)OCC)C1c1ccncc1 (stereo unspecified)	-0.2	1.1	-6	-2	-0.1
3	CC(=O)Nc1c(-c2ccc(F)cc2)nc2ccccn12	0.2	1.1	-6	4	-0.8
4	O=C(CCCOc1ccc(Cl)cc1)N1CCOCC1	-0.3	1.1	-7	2	1.0
5	CCOC(=O)c1c(NC(=O)CSc2nnc(C)s2)sc2c1CCC(C)C2 (stereo unspecified)	0.0	1.1	-8	-1	0.8
6	COc1ccc(C(=O)N/N=C/c2ccc(OC)c(OS(=O)(=O)c3ccccc3)c2)cc1	-0.3	1	-3	-2	-0.3
7	O=C(Cc1cccs1)Nc1nc2c(s1)CCCC2	-0.1	0.8	16	-5	0.2
8	O=C(c1nnc(Cc2ccc(Cl)cc2)o1)N1CCc2ccccc2C1	-0.3	1	-5	-1	0.7
9	CCOC(=O)CNC(=O)c1cn(CC(C)C)c(=O)c2cc(OC)c(OC)cc12	-0.4	1	0	-3	16
10	O=C(CCN1C(=O)c2ccccc2C1=O)Nc1ccc(-c2nc3ccccc3s2)cc1	-0.2	0.9	11	-3	3.2

no.	G6PDH counter	APP 5'UTR act	STAT1 act	APP 5UTR inh	NF-kB neuron act
1	-1	-10	98	10	0.9
2	11	-7	96	7	0.75
3	2	-2	102	2	1.1
4	-11	17	104	-17	1.2
5	2	-14	106	14	1.1
6	-1	-7	100	7	0.45
7	1	80	131*	-80	6.1*
8	15	20	106	-20	1.2
9	3	17	98	-17	1.2
10	-13	136*	142*	-136	1.4

# Additional compounds follow:
no.	Structure	Hsp70 act	FLuc stim CS	FLuc inh counter	Efa HMGR inh	DTT redox prof
11	Cc1ccccc1-c1nnn(CC(=O)NCc2ccc3c(c2)OCO3)n1	-0.3	1	-2	1	0.3
12	CC(OC(=O)c1ccc(S(=O)(=O)N(C)C)cc1)C(=O)Nc1ccc(Cl)cn1 (stereo unspecified)	0.8	1.1	-5	0	-0.7
13	COc1ccc(N2C(=O)C3CCCN3C2c2cccc(C)c2)cc1 (stereo unspecified)	-0.1	1.1	-7	-6	-2.3
14	CCN1CC=C2C(C#N)=C(N)C(C#N)(C#N)C(CCc3ccccc3)C2C1 (stereo unspecified)	-0.1	1.1	-6	-2	-0.2
15	CCN1CCCC1CNC(=O)C(NC(=O)C1CCC(C)CC1)C(C)C (stereo unspecified)	0.0	1	1	-7	0.0
16	Cc1ccc(CSCCNC(=O)c2ccccc2)cc1	-0.3	1	-2	-1	-0.5
17	CCOC(=O)C1(Cc2ccccc2)CCN(Cc2cccn2-c2nccs2)CC1	-0.3	1	0	-1	0.5
18	Cc1ccc(NC(=O)C2CCCN(C(=O)c3ccc(Cl)cc3)C2)cc1C (stereo unspecified)	0.0	1	2	-7	0.3

no.	G6PDH counter	APP 5'UTR act	STAT1 act	APP 5UTR inh	NF-kB neuron act
11	2	-2	97	2	1.1
12	0	32	108	-32	1
13	0	-7	99	7	0.97
14	22	4	96	-4	0.44
15	6	-2	98	2	1.1
16	8	-9	94	9	1.1
17	9	11	96	-11	1.2
18	5	20	126	-20	0.98

# Reprinted from the listing (nine entries):
no.	Structure	Hsp70 act	FLuc stim CS	FLuc inh counter	Efa HMGR inh	DTT redox prof
10	O=C(CCN1C(=O)c2ccccc2C1=O)Nc1ccc(-c2nc3ccccc3s2)cc1	-0.2	0.9	11	-3	3.2
11	Cc1ccccc1-c1nnn(CC(=O)NCc2ccc3c(c2)OCO3)n1	-0.3	1	-2	1	0.3
12	CC(OC(=O)c1ccc(S(=O)(=O)N(C)C)cc1)C(=O)Nc1ccc(Cl)cn1 (stereo unspecified)	0.8	1.1	-5	0	-0.7
13	COc1ccc(N2C(=O)C3CCCN3C2c2cccc(C)c2)cc1 (stereo unspecified)	-0.1	1.1	-7	-6	-2.3
14	CCN1CC=C2C(C#N)=C(N)C(C#N)(C#N)C(CCc3ccccc3)C2C1 (stereo unspecified)	-0.1	1.1	-6	-2	-0.2
15	CCN1CCCC1CNC(=O)C(NC(=O)C1CCC(C)CC1)C(C)C (stereo unspecified)	0.0	1	1	-7	0.0
16	Cc1ccc(CSCCNC(=O)c2ccccc2)cc1	-0.3	1	-2	-1	-0.5
17	CCOC(=O)C1(Cc2ccccc2)CCN(Cc2cccn2-c2nccs2)CC1	-0.3	1	0	-1	0.5
18	Cc1ccc(NC(=O)C2CCCN(C(=O)c3ccc(Cl)cc3)C2)cc1C (stereo unspecified)	0.0	1	2	-7	0.3

no.	G6PDH counter	APP 5'UTR act	STAT1 act	APP 5UTR inh	NF-kB neuron act
10	-13	136*	142*	-136	1.4
11	2	-2	97	2	1.1
12	0	32	108	-32	1
13	0	-7	99	7	0.97
14	22	4	96	-4	0.44
15	6	-2	98	2	1.1
16	8	-9	94	9	1.1
17	9	11	96	-11	1.2
18	5	20	126	-20	0.98
